# Source: PubChem BioAssay
# RXFP1 agonist: agonists of human relaxin receptor RXFP1. Q9HBX9. HEK293T-RXFP1 cAMP TR-FRET, 30 min; response scale: percent of porcine relaxin response, buffer zero. Potency, µM (series often up to 57.5 µM), without a hit: at the top dose activation, actives largely listed as activators. 370,000 tested, 0.3% active. AID 2676; further: potency means the concentration at half of the fitted maximal effect; on the % scale 0 is the no-effect control and ±100 the full control effect; nearly all actives have a fitted effect of over 60% in size; many of its hits are not listed in these tables
#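 HEK293 cells stably expressing RXFP1, treated 30 min at 37C with compounds plus PDE4 inhibitor Ro 20174; cAMP measured by HTRF TR-FRET. Normalized to buffer and 29 nM porcine relaxin; EC50 by Hill fit.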
# D2 potentiator: positively modulates the human D2 dopamine receptor allosterically | 340,000 tested, 0.34% active | P14416 | potentiation, % at 10 µM | HEK293 T-REx D2, calcium flux, EC20 dopamine potentiation;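 active means potentiation over 3 SD above the plate norm, cut at about 30% in these data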; further: 0% is about no effect
# Target sequence (P14416 whole entry, looked up): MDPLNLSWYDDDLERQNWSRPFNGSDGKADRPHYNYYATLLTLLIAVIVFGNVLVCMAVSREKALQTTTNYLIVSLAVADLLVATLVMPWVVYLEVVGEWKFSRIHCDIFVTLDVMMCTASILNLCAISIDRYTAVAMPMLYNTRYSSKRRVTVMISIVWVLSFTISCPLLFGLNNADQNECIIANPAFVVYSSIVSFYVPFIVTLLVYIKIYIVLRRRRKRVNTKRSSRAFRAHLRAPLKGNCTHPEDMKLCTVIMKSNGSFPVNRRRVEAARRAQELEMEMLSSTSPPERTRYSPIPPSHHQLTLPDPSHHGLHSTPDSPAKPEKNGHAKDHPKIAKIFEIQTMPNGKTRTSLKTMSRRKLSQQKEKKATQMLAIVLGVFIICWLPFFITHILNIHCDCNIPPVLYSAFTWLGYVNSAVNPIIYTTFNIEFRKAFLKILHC
#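 Primary screen. Calcium kinetics in induced HEK293 T-REx D2 cells: compound pre-addition 180 s, EC20 dopamine, 180 s more.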
# RXFP1 antagonist: blocks the human relaxin receptor RXFP1. Q9HBX9. HEK293-RXFP1, relaxin-stimulated cAMP HTRF, 30 min; active compounds read low. 350,000 tested, 0.59% active. activity change, negative = inhibition, % at 57.5 µM;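 active means activity change of -60% or lower, but not beyond a set lower limit; inconclusive means change between -60% and -40%, or beyond the set limit; inactive means change above -40%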; further: on the % scale 0 is the no-effect control and ±100 the full control effect
# Anesthetic bind: binds horse apoferritin like a general anesthetic | Potency, µM (doses to about 77.5 µM), for inactives: at the highest dose activity change, negative = displacement, hits mostly inhibitors | AID 485281 | 350,000 tested, 0.074% active | apoferritin/1-aminoanthracene competitive binding, fluorescence; further: potency means the concentration at half of the fitted maximal effect; on the % scale 0 is the no-effect control and ±100 the full control effect; nearly all actives have a fitted effect of over 20% in size
# Target sequence (P02791 2-175 limits assumed): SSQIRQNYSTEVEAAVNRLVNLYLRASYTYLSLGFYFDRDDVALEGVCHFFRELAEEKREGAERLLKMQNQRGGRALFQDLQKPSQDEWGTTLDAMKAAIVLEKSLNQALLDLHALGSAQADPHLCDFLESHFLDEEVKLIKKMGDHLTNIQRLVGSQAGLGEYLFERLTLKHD
#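 In PBS, apoferritin at 10 uM is loaded with 1-AMA from a 50% saturated solution. After 10 min of compound exposure at ambient temperature, reduced 535 nm fluorescence indicates probe displacement.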
# D1 antagonist: antagonists of human D1 dopamine receptor | HEK293 TREx D1 cells, calcium flux, dopamine EC80; active compounds read low | AID 504652 | 360,000 tested, 3.2% active | P21728 | activity change, negative = inhibition, % at 10 µM; in the data active means activity change below about -30%; further: on the % scale 0 is the no-effect control and ±100 the full control effect
#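 Kinetic fluorescence of a calcium dye serves as the read-out. D1-expressing Hek293 Trex cells, induced overnight at 30 C, are exposed to compound for 180 s before an EC80 dopamine addition, then read 180 s further.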
# D1 agonist: human D1 receptor agonism. P21728. HEK293 T-REx D1 cells, calcium flux, agonist mode. activation, % at 2 µM. 360,000 tested, 1% active; in the data active means activation above about 30%; further: 0% is about no effect
#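 Agonism was scored from calcium flux recorded over 180 s (1 read/s) after pintool compound addition, following a 10-cycle baseline. Cells were inducible force-coupled HEK293 TREx D1, plated overnight at 30 C and loaded with no-wash calcium dye.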
# TRHR agonist: agonists of human TRH receptor. TRHR cells, calcium flux fluo-8, FDSS agonist mode. P34981. 360,000 tested, 0.18% active. activation, % at 2 µM. AID 493084; in the data active means activation above about 30%; further: 0% is about no effect
# Target sequence (P34981 whole entry, looked up): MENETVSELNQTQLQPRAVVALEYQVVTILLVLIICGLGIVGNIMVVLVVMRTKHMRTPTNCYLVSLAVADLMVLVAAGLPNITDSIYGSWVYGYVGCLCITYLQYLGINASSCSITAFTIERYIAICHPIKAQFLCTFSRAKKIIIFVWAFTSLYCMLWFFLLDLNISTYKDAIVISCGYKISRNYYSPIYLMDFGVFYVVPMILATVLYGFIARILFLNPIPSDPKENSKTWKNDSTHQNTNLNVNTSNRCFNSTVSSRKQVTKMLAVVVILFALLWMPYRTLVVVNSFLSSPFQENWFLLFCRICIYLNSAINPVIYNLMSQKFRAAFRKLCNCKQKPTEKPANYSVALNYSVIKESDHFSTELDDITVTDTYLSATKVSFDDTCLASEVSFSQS
#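 Read-out: compound-evoked intracellular calcium rise in TRHR cells, fluo-8 dye, kinetic FDSS fluorescence at 1 s/cycle following a 10-cycle baseline. Cells cultured overnight before dye loading (30 min–1.5 h, RT).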
# D1 potentiator: human D1 dopamine receptor positive modulation; HEK293 TREx D1 cells, calcium flux, dopamine EC20 potentiation; potentiation, % at 10 µM; 360,000 tested, 0.036% active; in the data active means potentiation above about 30%; further: 0% is about no effect
# TRHR enhancer: TRH receptor (human) allosteric enhancement; P34981; TRHR cells, fluo-8 calcium fluorescence, EC20 TRH enhancement; enhancement, % at 2 µM; 360,000 tested, 0.66% active; AID 493056; in the data active means enhancement above about 30%; further: 0% is about no effect
#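 TRHR-expressing cells loaded with fluo-8 calcium dye were read kinetically (ex 480/em 530) during compound addition, then stimulated with an EC20 of TRH (10 nM final). Enhancement of the Gq-mediated intracellular calcium response was scored.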
# Active calls of the source: *; ? = inconclusive; nt = no result given. Unless noted, the call rests on the fitted dose curve; in most records, active means well fitted curve in the direction sought with a large enough effect; inconclusive means small, poorly fitted or top-dose-only effect, or another doubt; inactive means no such curve, though single readings can be large; an effect the other way counts as inactive or inconclusive.
SMILES,RXFP1 agonist,D2 potentiator,RXFP1 antagonist,Anesthetic bind,D1 antagonist,D1 agonist,TRHR agonist,D1 potentiator,TRHR enhancer
O=C(c1cc(-c2ccc(Br)cc2)n[nH]1)N1CCN(S(=O)(=O)c2ccc(Br)cc2)CC1,4.7%,-10,-31,5%,2,2,1.4,1,8
COC(=O)c1nnn(-c2ccc(F)c(Cl)c2)c1C(=O)OC,0.7%,8,-7,-13%,6,-1,-0.9,-9,4
CCCNS(=O)(=O)c1ccc(-n2cnnn2)c(OC)c1,0.8%,7,-10,-9%,10,1,-0.5,4,3
Cc1ccc(OCC(=O)Nc2ccccc2Sc2ccc(Cl)cc2)c([N+](=O)[O-])n1,2.4%,-4,-3,?,-17,3,-0.4,-3,-5
Cc1cccc(-n2c(SCC(N)=O)nc3c(c2=O)C2(CCCCC2)Cc2ccccc2-3)c1,5.6%,7,3,2%,8,-1,0.4,8,7
Cc1cc(C)c(S(=O)(=O)Nn2cnnc2)c(C)c1,-0.5%,9,12,-4%,-6,2,0.7,-7,-3
COc1cccc(NC(=O)c2ccc3[nH]c(C)cc(=O)c3c2)c1,6.9%,1,-2,?,3,1,-0.4,1,-1
CCc1ccc(-n2c(=S)sc3c(=O)n(-c4ccccc4)c(SCC(=O)O)nc32)cc1,5.4%,1,10,-6%,-19,1,0.7,-4,-1
NC(=O)c1nsc(C(=O)N(Cc2ccco2)C(C(=O)NCc2ccccc2)c2ccc(O)cc2)c1N (stereo not given),-1.0%,nt,-4,3%,-17,3,-1.3,5,5
Cc1ccc2c(c1)N(CCCC(=O)NCCCN1CCCCC1)C(=O)CO2,3.6%,-4,0,-8%,11,2,0.0,-9,-2
Cc1nc(C(C)NC(=O)c2ccc(OC3CCN(Cc4ccccn4)CC3)cc2)c(C)s1 (stereo not given),2.1%,-12,-16,-3%,-7,3,0.0,-4,-6
COc1nn(-c2nc(-c3ccccc3)cc(C(F)(F)F)n2)cc1[N+](=O)[O-],0.6%,10,-7,-3%,-5,3,0.1,-1,-5
CCOC(=O)C1(C)NC(c2ccco2)C2C(=O)N(CC)C(=O)C21 (stereo not given),2.3%,2,-12,-4%,14,0,1.0,-3,2
Cn1c(COc2ccc(F)cc2)nc2ccccc21,2.2%,2,-9,-22%,-5,2,1.1,-2,0
COc1cccc(CNc2cc(C)nc3nc(-c4ccc(C)cc4)nn23)c1,20%,-9,nt,-20%,2,6,-0.2,-3,-3
CCc1n[nH]c(=S)n1/N=C/c1ccccn1,-1.6%,0,3,-1%,-10,0,0.2,-11,22
COc1ccccc1-n1c(CNC(=O)c2ccco2)nnc1SCC(=O)Nc1nccs1,0.0%,17,-3,-5%,11,2,0.2,-3,-3
CC(=O)Nc1ccc(NC(=O)COC(=O)Cc2c[nH]c3ccccc23)cc1,1.9%,5,4,-5%,7,7,0.1,-3,3
COc1ccc(S(=O)(=O)N(CC(C)C)CC(C)C)c2cccnc12,-2.0%,-10,nt,?,-11,0,-0.6,-2,4
CCCCC1(CCCC)NC(=S)N(Nc2ccc(C)cc2)C1=O,0.3%,1,-2,5%,6,2,-0.3,-4,-6
C=CCn1c(Cc2ccccc2)nc2c(cnn2-c2ccccc2)c1=O,5.4%,-9,-21,-15%,-29,5,-0.1,-9,-4
O=C(CSc1nnc2ccc(-c3ccccn3)nn12)NCCc1ccccc1,6.1%,3,-3,nt,16,3,-0.1,0,-6
O=C(Nc1cccc2ccccc12)c1cnccn1,1.1%,3,-18,-11%,15,1,-0.3,-3,3
CCC(=O)N1CCc2cc(S(=O)(=O)NCCC(=O)N3CC=C(c4ccccc4)CC3)ccc21,-0.3%,11,nt,?,-25,6,-0.4,-8,-4
O=C(CCC(=O)c1cccs1)NNC(=O)c1cccc(Cl)c1,-2.6%,-3,?,nt,15,3,0.4,9,-7

# Of the compounds above, three contain a furan ring, fused or not.
SMILES,RXFP1 agonist,D2 potentiator,RXFP1 antagonist,Anesthetic bind,D1 antagonist,D1 agonist,TRHR agonist,D1 potentiator,TRHR enhancer
NC(=O)c1nsc(C(=O)N(Cc2ccco2)C(C(=O)NCc2ccccc2)c2ccc(O)cc2)c1N (stereo not given),-1.0%,nt,-4,3%,-17,3,-1.3,5,5
CCOC(=O)C1(C)NC(c2ccco2)C2C(=O)N(CC)C(=O)C21 (stereo not given),2.3%,2,-12,-4%,14,0,1.0,-3,2
COc1ccccc1-n1c(CNC(=O)c2ccco2)nnc1SCC(=O)Nc1nccs1,0.0%,17,-3,-5%,11,2,0.2,-3,-3

# Ordered by count of non-hydrogen atoms (descending): five of the compounds above
SMILES,RXFP1 agonist,D2 potentiator,RXFP1 antagonist,Anesthetic bind,D1 antagonist,D1 agonist,TRHR agonist,D1 potentiator,TRHR enhancer
NC(=O)c1nsc(C(=O)N(Cc2ccco2)C(C(=O)NCc2ccccc2)c2ccc(O)cc2)c1N (stereo not given),-1.0%,nt,-4,3%,-17,3,-1.3,5,5
COc1ccccc1-n1c(CNC(=O)c2ccco2)nnc1SCC(=O)Nc1nccs1,0.0%,17,-3,-5%,11,2,0.2,-3,-3
COc1nn(-c2nc(-c3ccccc3)cc(C(F)(F)F)n2)cc1[N+](=O)[O-],0.6%,10,-7,-3%,-5,3,0.1,-1,-5
Cn1c(COc2ccc(F)cc2)nc2ccccc21,2.2%,2,-9,-22%,-5,2,1.1,-2,0
Cc1cc(C)c(S(=O)(=O)Nn2cnnc2)c(C)c1,-0.5%,9,12,-4%,-6,2,0.7,-7,-3

# Additional structures follow:
SMILES,RXFP1 agonist,D2 potentiator,RXFP1 antagonist,Anesthetic bind,D1 antagonist,D1 agonist,TRHR agonist,D1 potentiator,TRHR enhancer
CC1=C(C(=O)OCc2ccccc2)C(c2cccc([N+](=O)[O-])c2)NC(=O)N1 (stereo not given),2.5%,4,-1,-17%,40,-3,-0.3,1,0
COc1ccc2[nH]c(C)c(CCN(Cc3cccs3)C(=S)Nc3ccc(F)cc3)c2c1,1.0%,-2,nt,4%,-10,0,1.0,-7,-2
Cc1ccc(C(=O)NC(C)c2ccc(-n3ccnc3)cc2)o1 (stereo not given),0.0%,-1,12,nt,-9,4,-0.2,-6,7
Nc1ncnc(NCc2ccccc2)c1[N+](=O)[O-],1.2%,-3,3,-6%,6,1,-0.2,-5,16
Cc1ccc(CN(Cc2ccco2)C(=O)COc2cccc(C)c2C)o1,-0.1%,-5,-96*,4%,-6,9,0.7,-3,2
CCCOc1ccc(N2C(=O)CC(N(CCC)C(=O)CCC(=O)O)C2=O)cc1 (stereo not given),-0.4%,3,-4,3%,-7,1,0.5,5,-3
CC(=O)Nc1ccc(CN2CCCCCCC2)cc1,2.5%,6,19,-21%,-16,3,-0.2,-6,-5
Cn1cnc2cc(NC(=O)c3ccco3)ccc21,0.9%,5,3,10%,-9,4,1.6,10,4
O=C(NCc1ccccc1Br)c1cnc2sc(N3CCCCCC3)nn2c1=O,1.5%,12,-18,4%,-1,0,-0.2,-7,-4
Cc1ccc(NC(=O)Cn2cc([N+](=O)[O-])nc2C)cc1C,-1.4%,-4,-2,-1%,6,1,0.2,-6,-3
CC(NC(=O)C1CCCN(C(=O)c2ccc(Cl)cc2)C1)c1cccc(C(F)(F)F)c1 (stereo not given),0.3%,-7,3,nt,-37*,12,0.5,nt,-8
COc1ccc2cc(C(=O)C3CCCN(C(=O)c4snnc4C)C3)ccc2c1 (stereo not given),19%,10,0,-16%,-3,0,-0.3,1,-6
Cc1cc(C)c(NC(=O)/C(C#N)=C/c2ccc(OCc3ccc(F)cc3)cc2)c(C)c1,-0.1%,3,-7,-18%,-25,8,1.0,1,1
CCCN(Cc1nnc(-c2cccs2)o1)C(=O)c1cccc(S(=O)(=O)N2CCOCC2)c1,-1.3%,-3,-2,nt,-1,3,-0.4,nt,-5
CC(C)(C)NC(=O)CN(C(=O)CNS(=O)(=O)c1ccc(Cl)cc1)c1ccc2c(c1)OCCO2,0.3%,5,16,-5%,2,5,-1.0,-5,4
Cc1cc(C(=O)COC(=O)c2ccc(O)cc2)c(C)n1Cc1ccco1,2.1%,7,nt,-16%,0,14,0.9,-3,-3
COCC(C)n1c(COc2ccccc2F)nnc1SCC(=O)Nc1oc(C)c2c(C)n[nH]c(=O)c12 (stereo not given),2.2%,1,-6,nt,24,2,0.4,1,-3
CCc1ccc(NC(=O)N(CCCN2CCOCC2)Cc2cccs2)cc1,1.3%,-10,nt,-21%,12,0,-0.4,nt,-2
c1ccc(CSc2nnc3ccc(-c4ccco4)nn23)nc1,11%,-1,2,-4%,3,0,-0.3,-3,0
O=C(O)Cc1ccc(NC(=O)C2CCCCC2C(=O)O)cc1 (stereo not given),-3.3%,1,-9,3%,-13,6,0.1,-5,-3
CC(C)(C)c1ccc(C(=O)Nc2ccccc2C(=O)OCc2cc(=O)n3ccsc3n2)cc1,?,2,-8,4%,1,-1,1.5,1,-9
Cc1ccc(Nc2nnc(SCC(=O)Nc3ncc(C(F)(F)F)cc3Cl)s2)cc1,0.2%,-5,1,-7%,-10,3,-0.8,-8,12
C#CC(CC)(CC)NC(=O)c1nn(-c2ccccc2Cl)c(C)cc1=O,-3.2%,1,-2,-8%,3,1,0.2,1,9
COC(=O)c1ccc(COc2cccc3c2OC(C)(C)C3)cc1,-3.3%,-7,-28,?,9,13,1.4,-10,-3
O=C(NCCCN1CCCC1=O)C1CCN(S(=O)(=O)c2ccc(F)cc2)CC1,0.1%,0,5,nt,19,1,0.5,-1,-1
Cc1ccc2nc(SCC(=O)Nc3nonc3C)[nH]c2c1,2.5%,6,6,-12%,0,8,-0.4,nt,-1
CCc1ccc(OCC(=O)NNC(=O)c2ccc(NC(=O)C3CC3)cc2)cc1,-2.5%,6,-22,-15%,1,0,-0.5,0,12
O=C(COC(=O)/C=C/c1ccccc1Cl)NC1CCCC1,0.4%,nt,-3,nt,-19,14,0.0,nt,2
CCOc1ccc(C2C(C(=O)c3ccco3)=C(O)C(=O)N2CCN2CCOCC2)cc1OCC (stereo not given),1.7%,-2,13,-7%,11,4,-0.1,-8,-2

# Looked up by compound from above, 2 records:
SMILES,RXFP1 agonist,D2 potentiator,RXFP1 antagonist,Anesthetic bind,D1 antagonist,D1 agonist,TRHR agonist,D1 potentiator,TRHR enhancer
COc1ccc2cc(C(=O)C3CCCN(C(=O)c4snnc4C)C3)ccc2c1 (stereo not given),19%,10,0,-16%,-3,0,-0.3,1,-6
CCOc1ccc(C2C(C(=O)c3ccco3)=C(O)C(=O)N2CCN2CCOCC2)cc1OCC (stereo not given),1.7%,-2,13,-7%,11,4,-0.1,-8,-2

# An excerpt; count on the stated rates, not on these rows.
